Ba/F3 V617F tox: loss of viability in JAK2V617F-driven Ba/F3 cells | Ba/F3 EpoR-JAK2V617F viability, ATP luminescence | inhibition, % at 5.6 µM | 220,000 compounds, 1.1% hits | AID 1446;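 active means inhibition above the campaign mean plus 3 SD over all tested compounds, cut at about 24% in these data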;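 further: cytokine-independent growth of Ba/F3 cells driven by EpoR plus mutant JAK2; 0% = DMSO-treated cells and 100% = JAK inhibitor I control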
Furin inhibitor: inhibitors of human furin | P09958 | purified furin, fluorogenic substrate cleavage | inhibition, % at 30 µM | 220,000 compounds, 0.061% hits | AID 463115; in the data active means inhibition above about 25%; further: inactives centre near -15
Target sequence (P09958 108-714 limits assumed): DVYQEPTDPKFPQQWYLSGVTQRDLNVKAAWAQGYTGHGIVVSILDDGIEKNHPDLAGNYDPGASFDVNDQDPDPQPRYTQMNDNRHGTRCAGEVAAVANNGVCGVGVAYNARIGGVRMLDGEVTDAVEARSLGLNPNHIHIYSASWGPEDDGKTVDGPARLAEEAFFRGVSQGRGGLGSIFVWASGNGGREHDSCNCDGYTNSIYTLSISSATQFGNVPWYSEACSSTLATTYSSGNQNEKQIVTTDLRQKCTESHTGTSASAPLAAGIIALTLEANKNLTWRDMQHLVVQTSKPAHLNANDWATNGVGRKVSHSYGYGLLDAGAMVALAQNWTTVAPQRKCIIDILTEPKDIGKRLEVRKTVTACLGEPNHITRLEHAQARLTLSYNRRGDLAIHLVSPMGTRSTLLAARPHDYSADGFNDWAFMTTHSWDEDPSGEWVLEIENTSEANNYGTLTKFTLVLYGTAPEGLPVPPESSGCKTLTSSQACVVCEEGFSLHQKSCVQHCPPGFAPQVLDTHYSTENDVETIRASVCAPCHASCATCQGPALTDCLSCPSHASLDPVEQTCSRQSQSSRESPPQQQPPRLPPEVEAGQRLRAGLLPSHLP
BaF3 parental: reduces parental Ba/F3 cell viability, JAK2V617F counter-screen; CellTiter-Glo ATP luminescence; inhibition, % at 5.6 µM; 220,000 compounds, 1.1% hits; AID 1486;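 active means inhibition above a per-campaign cutoff, the mean inhibition of all tested compounds plus 3 SD, cut at about 27% in these data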;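 further: 0% = DMSO wells and 100% = JAK Inhibitor I control wells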
TbHK1 inh: T. brucei hexokinase 1 inhibition | 220,000 compounds, 0.11% hits | inhibition, % at 10 µM | recombinant TbHK1, G6PDH-coupled NADH A340;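 active means inhibition of 50% or more in the single-dose primary screen; inactive means inhibition below 50%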
PGE2 EP2 inh: EP2 receptor (human) inhibition. 260,000 compounds, 0.52% hits. inhibition, % at 25 µM. C6 glioma cells expressing human EP2, cAMP TR-FRET; cells stimulated with saturating PGE2. P43116. AID 1422;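 active means percent inhibition above 40 after rounding to a whole number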;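 further: rat C6 glioma host cells with rolipram phosphodiesterase inhibitor present; the protocol text gives 20 µM as final concentration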
RBBP9 inhibitor: inhibitors of human serine hydrolase RBBP9 | O75884 | inhibition, % at 7.94 µM | AID 1515 | 220,000 compounds, 0.2% hits | recombinant RBBP9, FP-Rh probe fluorescence polarization;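 active means inhibition above the campaign mean of all tested compounds plus 3 SD, cut at about 14% in these data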;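 further: plate controls were DMSO wells with RBBP9 for no effect and wells lacking RBBP9 protein for full effect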
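system = RBBP9 protein | input = RBBP9 at 2.5 µM in dispensed solution, before mixing | measured by = fluorescence polarization (mP), excitation 525 nm, emission 598 nm | incubation = enzyme-compound preincubation 30 min, then probe labeling 45 min, 25 °C | buffer or medium = Tris-NaCl-Pluronic buffer, pH 8.0 | compound = single dose 7.94 µM | also added = FP-Rh probe, 375 nM dispensing solution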
PPC-1+TRAIL kill: kills PPC-1 cancer cells in the presence of TRAIL; PPC-1 cells + TRAIL, ATPLite viability luminescence; cell killing (% activity), % at 4 µM; 220,000 compounds, 0.41% hits;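 active means cell killing above 50% in the first pass at 4 µM, then a duplicate retest at 5 µM averaging 50% or more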;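 further: plate controls were cells with TRAIL plus DMSO for no effect and medium-only wells lacking cells for full effect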
p47phox inh: p47phox (human) inhibition | P14598 | p47phox/p22phox peptide binding, fluorescence polarization, 2 h | inhibition, % at 24.7 µM | 220,000 compounds, 0.53% hits | AID 1274;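 active means inhibition above about 30%, limit read from the data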;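 further: 0% = p47phox with labelled peptide and 100% = labelled peptide alone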
p97 ATPase inh: blocks human p97 ATPase activity. 220,000 compounds, 0.42% hits. inhibition, % at 8 µM. P55072. recombinant p97 ATPase, Kinase-Glo ATP luminescence, 3 h; in the data active means inhibition above about 15%;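 further: 0% = DMSO vehicle and 100% = wells lacking enzyme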
* = called active by the depositor; . = no result given; & = joins results of further samples; [ ] = remark or other dose.

Below each compound: Ba/F3 V617F tox, Furin inhibitor, BaF3 parental, TbHK1 inh, PGE2 EP2 inh, RBBP9 inhibitor, PPC-1+TRAIL kill, p47phox inh, p97 ATPase inh
COc1cc(C(C)=O)ccc1Oc1ncnc2c1cnn2-c1cccc(Cl)c1
  2.9, 12.4, 3.9, 33.5, 4.7, -7.5, 10.3, 10.6, -3.1
COc1ccc(OC)c(CNC(=O)C2CCN(C(=O)N(C)C)CC2)c1
  -0.1, -25.1, 4.4, -2.7, 8.5, -2.4, 10.4, -9.5, 2.3
CCOC(=O)c1c(C)[nH]c(C(=O)N/N=C\c2ccccc2Cl)c1C
  5.2, -12.9, 10.9, -0.5, 12.4, -0.4, 14.6, -2.2, -2.3
Clc1ccc(CN2CCN(c3ccccc3)CC2)cn1
  1.6, -26.3, 1.6, -0.6, 2.4, 0.4, -4.7, 4.5, -1.3
CN(Cc1nc2c(s1)CCCC2)C(=O)CCc1nnc(-c2ccc3c(c2)OCO3)o1
  -0.8, -20.2, -0.2, -9.3, 5.4, 2.8, 17.2, -16.6, 3.3
Cc1cc(NC(=O)c2sc(Nc3cccc(C(F)(F)F)c3)nc2N)no1
  -2.5, -8.9, -2.6, -6.4, 33.8&10.2, -7.3, 21.1, -14.6, 2.1
c1ccc(C2(c3ccccc3)OCC(Cn3cncn3)O2)cc1 (stereo not given)
  2.7, -18.8, 9.2, -0.2, 10.5, -6.5, -9.7, -7.9, 0.2
C=CCN=C1CC(C)(C)C(C(=O)OC)C(O)=C1C(=O)CCC (stereo not given)
  -4.5, -5.0, 4.4, -7.4, 8.7, 6.6, 12.7, 9.2, 3.2
CCCNc1nc2c(c(=O)[nH]c(=O)n2C)n1Cc1cccc(Br)c1
  -2.8, -23.2, 6.3, -1.4, 12.9, -6.4, 3.1, -3.3, 2.7
CCOC(=O)c1ccc(NCc2ccncc2)cc1
  -3.9, -21.8[20 µM], 2.3, -4.7, 2.6, -1.7, ., ., -1.0
C[C@H](CO)NC(=O)[C@@H]1C[C@H]1[C@@H](NP(=O)(c1ccccc1)c1ccccc1)c1ccccc1
  3.9, -11.0, 7.3, 1.1, 9.3, -3.7, 21.1, 0.8, -2.0
COc1ccc(C(=O)CSc2nnc(-c3ccco3)n2CC2CCCO2)cc1 (stereo not given)
  -1.9, -9.5, 3.5, -6.0, 10.7&5.4, -8.9, 1.5, 2.5, 3.5
COc1ccc(N2C(=O)N(Cc3ccccc3F)c3ccccc3S2(=O)=O)cc1
  4.8, -23.2, 6.6, 5.8, 10.3, -18.7, 2.7, -9.7, -2.8
O=C(/C=C/c1ccco1)N(Cc1cccc(Cl)c1)C1CCS(=O)(=O)C1 (stereo not given)
  -1.8, -15.6, -1.0, -22.6, 4.1, -4.5, -14.1, -14.2, 5.2
CC(C)=CCN1CCN(Cc2ccc(C#CC(C)(C)O)cc2)CC1CCO (stereo not given)
  -1.2, -16.8, 3.1, -2.1, 3.1, -2.8, 3.9, -4.8, -0.2
CCOc1ncccc1C(=O)OCC(=O)Nc1ccc(C)c(S(=O)(=O)N(C)C)c1
  0.7, -26.4, -0.3, 0.7, 4.0, 4.6, 14.1, -8.2, 3.7
CC(=O)c1ccc(OCCN2CCOCC2)cc1
  0.4, -9.4[20 µM], 2.2, 2.8, 13.2, -8.4, 3.8, -18.8, -1.6
CCn1cc(SCC(=O)Nc2cc(C)on2)c2ccccc21
  3.1, -20.2, 7.7, -3.8, 7.9, -3.0, 12.7, -13.8, -4.3
CCCNC(=O)c1cc(C)no1
  -1.9, -24.0[20 µM], 2.9, -9.6, 6.9, -4.0, -0.8, -9.2, 2.7
COc1ccc(/C(N)=N/OC(=O)CCc2ccccc2)cc1
  0.6, -25.9, 1.4, -4.6, 11.8, -5.6, 1.9, -6.8, -4.2

Record cards, as listed above. Order of values: Ba/F3 V617F tox	Furin inhibitor	BaF3 parental	TbHK1 inh	PGE2 EP2 inh	RBBP9 inhibitor	PPC-1+TRAIL kill	p47phox inh	p97 ATPase inh
COc1ccc(OC)c(CNC(=O)C2CCN(C(=O)N(C)C)CC2)c1 in the list: -0.1	-25.1	4.4	-2.7	8.5	-2.4	10.4	-9.5	2.3
c1ccc(C2(c3ccccc3)OCC(Cn3cncn3)O2)cc1 (stereo not given) in the list: 2.7	-18.8	9.2	-0.2	10.5	-6.5	-9.7	-7.9	0.2
Clc1ccc(CN2CCN(c3ccccc3)CC2)cn1 in the list: 1.6	-26.3	1.6	-0.6	2.4	0.4	-4.7	4.5	-1.3
CCOc1ncccc1C(=O)OCC(=O)Nc1ccc(C)c(S(=O)(=O)N(C)C)c1 in the list: 0.7	-26.4	-0.3	0.7	4.0	4.6	14.1	-8.2	3.7
CCCNC(=O)c1cc(C)no1 in the list: -1.9	-24.0[20 µM]	2.9	-9.6	6.9	-4.0	-0.8	-9.2	2.7

Structural class: the entries above containing a Cl atom (4)
Below each compound: Ba/F3 V617F tox, Furin inhibitor, BaF3 parental, TbHK1 inh, PGE2 EP2 inh, RBBP9 inhibitor, PPC-1+TRAIL kill, p47phox inh, p97 ATPase inh
COc1cc(C(C)=O)ccc1Oc1ncnc2c1cnn2-c1cccc(Cl)c1
  2.9, 12.4, 3.9, 33.5, 4.7, -7.5, 10.3, 10.6, -3.1
CCOC(=O)c1c(C)[nH]c(C(=O)N/N=C\c2ccccc2Cl)c1C
  5.2, -12.9, 10.9, -0.5, 12.4, -0.4, 14.6, -2.2, -2.3
Clc1ccc(CN2CCN(c3ccccc3)CC2)cn1
  1.6, -26.3, 1.6, -0.6, 2.4, 0.4, -4.7, 4.5, -1.3
O=C(/C=C/c1ccco1)N(Cc1cccc(Cl)c1)C1CCS(=O)(=O)C1 (stereo not given)
  -1.8, -15.6, -1.0, -22.6, 4.1, -4.5, -14.1, -14.2, 5.2

Next compounds follow.
Below each compound: Ba/F3 V617F tox, Furin inhibitor, BaF3 parental, TbHK1 inh, PGE2 EP2 inh, RBBP9 inhibitor, PPC-1+TRAIL kill, p47phox inh, p97 ATPase inh
CCc1cc(C=C(Cl)Cl)oc(=O)c1C
  -0.9, -14.4, 2.8, -14.6, 5.8, -5.1, 12.3, -5.8, 8.8
Cc1ccc(NC(=O)c2ccc(Cl)cc2Cl)cc1O
  -0.9, -12.5, 0.2, 1.2, 9.3, 0.7, 2.0, -14.3, 2.1
COc1cc(OC)c(C(=O)OCC(=O)c2cc(C)n(CC3CCCO3)c2C)cc1OC (stereo not given)
  -1.0, -20.1, 5.7, -9.0, 3.4, -10.2, 0.7, -10.4, -0.2
O=S(=O)(Nc1cccnc1)c1cccs1
  -4.4, -14.9, 6.0, 1.3, 4.9, -2.6, 25.6, -18.6, 13.7
CC(C)Cn1c(N)c(C(=O)COC(=O)c2ccc(O)cc2)c(=O)n(C)c1=O
  1.3, -18.6, 6.9, -6.0, 5.5, -8.4, 11.1, -6.4, 1.4
CCCOc1cccc(C(=O)Nc2cccnc2)c1
  -0.1, -15.4, 7.8, -1.6, 8.9, -9.9, -0.5, -11.4, -2.6

Screening data as filed in PubChem BioAssay.

An excerpt; count on the stated rates, not on these rows.
